High-throughput results from PubChem.
Redox H2O2 prof = compounds producing H2O2 with reducing agent – biochemical, NIH compound library profiling, artefact control for MLSCN library redox annotation, primary screen | activation, % at 10 µM | DTT-dependent redox cycling H2O2, phenol red/HRP absorbance; 100% = 100 µM peroxide control, 0% = buffer | 200,000 tested, 0.03% active | AID 878, 2007;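 active means activation of at least 50% relative to the plate's high and low controls in the primary single-dose screen; inactive means activation below 50%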;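 further: compound incubated with DTT at 0.8 mM final as the reducing agent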
NF-kB expr up = activators of NF-kB expression in neurons, primary screen, cell-based, HTS. human neuronal cells, NF-kB reporter expression; active compounds read high. fold change at 12.5 µM. 190,000 tested, 1.6% active; in the data active means fold change above about 3.3
STAT1 activator = STAT1 signaling activators, primary screen, cell-based, HTS, luciferase reporter. NIH 3T3 STAT1-luciferase reporter, IFN-gamma, luminescence; 100% = IFN-gamma alone, no compound. activation (% of control), % at 5.5 µM. 200,000 tested, 2.6% active. AID 932, 2007;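 active means activation above the screen-wide mean activation plus 3 SD, cut at about 130% in these data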;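 further: raw ratio to IFN-gamma control signal so 100% means no change and 0% no light; values of inactives mirror those of a sister screen read the other way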
APP 5'UTR act = activators of APP 5'UTR luciferase reporter, primary screen, SH-SY5Y cells | SH-SY5Y APP 5'UTR luciferase reporter, luminescence; zero percent = DMSO vehicle wells | activation, % at 2 µM | 190,000 tested, 1% active | AID 1276, 2008;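 active means activation above a set limit, based on mean plus 3 SD of controls, cut at about 140% in these data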; further: values of inactives mirror those of a sister screen read the other way
STAT1 inh = STAT1 signaling inhibitors, primary screen, cell-based, HTS, luciferase reporter | NIH 3T3 STAT1-luciferase reporter, IFN-gamma, luminescence | inhibition, % at 5.5 µM | 200,000 tested, 0.35% active;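 active means inhibition above a set limit, the mean inhibition across all tested compounds plus 3 SD, cut at about 34% in these data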;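 further: 0% = IFN-gamma with DMSO and 100% = IFN-gamma with 300 µM nifuroxazide; values of inactives mirror those of a sister screen read the other way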
TLR4-MyD88 BLA = inhibitors of TLR4-MyD88 association in cells, primary screen, cell-based, HeLa CL3-4, BLA complementation, FRET ratio | 200,000 tested, 0.18% active | AID 861, 2007 | inhibition, % at 8.4 µM | HeLa CL3-4 TLR4/MyD88 BLA complementation; in the data active means inhibition above about 25%;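 further: 0% = vehicle and 100% = reference inhibitor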
Target sequence (O00206 whole entry, looked up): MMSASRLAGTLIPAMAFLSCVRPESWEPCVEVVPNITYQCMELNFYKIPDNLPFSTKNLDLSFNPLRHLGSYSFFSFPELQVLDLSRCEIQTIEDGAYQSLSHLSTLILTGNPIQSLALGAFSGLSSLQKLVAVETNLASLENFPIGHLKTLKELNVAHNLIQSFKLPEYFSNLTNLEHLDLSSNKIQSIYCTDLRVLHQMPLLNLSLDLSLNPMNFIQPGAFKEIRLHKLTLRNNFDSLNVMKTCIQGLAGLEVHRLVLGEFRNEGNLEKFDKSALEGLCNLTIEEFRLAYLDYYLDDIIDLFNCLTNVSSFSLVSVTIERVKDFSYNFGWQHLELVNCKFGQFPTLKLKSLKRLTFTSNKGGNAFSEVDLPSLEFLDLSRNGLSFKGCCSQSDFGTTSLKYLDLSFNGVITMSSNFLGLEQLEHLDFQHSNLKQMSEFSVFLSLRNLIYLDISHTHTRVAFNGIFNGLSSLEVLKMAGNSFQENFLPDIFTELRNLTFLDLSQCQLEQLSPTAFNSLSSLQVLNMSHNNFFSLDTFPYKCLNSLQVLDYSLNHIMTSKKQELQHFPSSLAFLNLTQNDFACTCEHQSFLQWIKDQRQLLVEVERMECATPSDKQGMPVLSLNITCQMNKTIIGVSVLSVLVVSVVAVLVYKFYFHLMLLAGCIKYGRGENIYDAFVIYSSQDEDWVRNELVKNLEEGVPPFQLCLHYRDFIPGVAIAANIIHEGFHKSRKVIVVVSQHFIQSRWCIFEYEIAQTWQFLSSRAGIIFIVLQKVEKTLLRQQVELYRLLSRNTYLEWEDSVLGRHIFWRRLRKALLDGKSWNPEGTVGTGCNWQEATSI
Target sequence (Q99836 whole entry, looked up): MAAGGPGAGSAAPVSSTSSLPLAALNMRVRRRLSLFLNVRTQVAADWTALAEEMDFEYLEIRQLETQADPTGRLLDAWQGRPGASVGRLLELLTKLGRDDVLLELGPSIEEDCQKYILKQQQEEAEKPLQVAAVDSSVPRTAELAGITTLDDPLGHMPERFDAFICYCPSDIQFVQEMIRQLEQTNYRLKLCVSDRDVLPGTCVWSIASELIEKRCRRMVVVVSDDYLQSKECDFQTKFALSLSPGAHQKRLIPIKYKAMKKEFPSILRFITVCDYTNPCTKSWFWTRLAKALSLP
STAT3 activator = IL-6 driven STAT3 reporter potentiators, primary screen, U3A cells, luciferase, luminescence, MLSCN library. IL-6 STAT3-luciferase reporter; 100% = signal with IL-6 EC80 alone. 190,000 tested, 0.91% active. activation (% of control), % at 5.6 µM. AID 871, 2007;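 active means activation above the screen-wide mean of compound activation plus 3 SD, cut at about 130% in these data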;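 further: 0% = background luminescence of wells with medium and substrate only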
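Material: STAT3-luciferase reporter U3A cells; Probe or stimulus: IL-6 (33 ng/mL); Incubation: compound pre-incubation 1 h before IL-6, then 6 h stimulation at 37 °C; Technique: luminescence from STAT3-driven luciferase reporter; Evaluation: % activation versus median of IL-6-stimulated wells; Controls: IL-6-only high control.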
STAT3 blocker = IL-6 driven STAT3 reporter inhibitors, primary screen, U3A cells, luciferase, luminescence, MLSCN library; 190,000 tested, 0.89% active; AID 862, 2007; IL-6 STAT3-luciferase reporter; host cell line lacks STAT1; inhibition, % at 5.5 µM;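 active means inhibition above the mean inhibition across all screened compounds plus 3 SD, cut at about 44% in these data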;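 further: 0% = DMSO only wells and 100% = 100 µM nifuroxazide control wells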
Hsp70 act = Hsp70 transcriptional activators, primary screen, cell-based, HeLa, Hsp70 promoter luciferase, luminescence, 10 µM; HeLa Hsp70 promoter luciferase reporter; scaled: vehicle 0, proteasome-inhibitor control 100%; activation, % at 10 µM; 200,000 tested, 0.04% active; AID 1203, 2008;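 active means activation above the mean across all tested compounds plus 3 SD, cutoff set per campaign, cut at about 5.5% in these data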;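 further: 100% = MG132 at 30 µM as the positive control and 0% = DMSO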
HMGR II inh = inhibitors of E. faecalis class II HMGR, primary screen, biochemical, Enterococcus faecalis; purified E. faecalis HMGR, NADPH absorbance 340 nm kinetic; inhibition, % at 10 µM; 190,000 tested, 0.41% active;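 active means inhibition above a set limit, the median over all tested compounds plus 3 SD, cut at about 9.5% in these data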;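 further: enzyme runs in reverse so mevalonate oxidation gives rising NADPH absorbance; 0% = complete reaction with DMSO and 100% = background rate lacking mevalonate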
The depositor's hits bear a star; / = no result given.

SMILES	Redox H2O2 prof	NF-kB expr up	STAT1 activator	APP 5'UTR act	STAT1 inh	TLR4-MyD88 BLA	STAT3 activator	STAT3 blocker	Hsp70 act	HMGR II inh
CCOc1cc(C(=O)NCc2nnc(SCC(=O)OC)n2C)cc(OCC)c1OCC	0.8	0.91	100	13	-1	-17	101	5	0.1	-1
O=C(Cn1ncc(Cl)c(Cl)c1=O)N1CCOCC1	-1.1	0.59	90	-14	11	17	93	11	0.7	0
O=[n+]1c2c(n([O-])c3cc(F)c(N4CCCC4)cc31)CCCC2	-1.2	1.6	106	8	-7	0	98	7	-0.2	2
CC(C)CNC(=O)C1C2C=CC(C2)C1C(=O)O (configuration not stated)	0.3	1.2	103	-8	-3	-1	102	2	0.0	-3
CC1CCCCC1NC(=O)C(Cc1ccccc1)NS(=O)(=O)c1cccs1 (configuration not stated)	0.1	0.64	100	-19	3	-1	105	-6	-0.6	-5
O=C(Nc1cccnc1)c1cc2c(ccc3ccccc32)o1	-0.4	5.3*	177*	220*	-85	-1	80	27	0.0	1
COc1ccc(C2C(=O)c3ccccc3C2=O)c(OC)c1	-1.3	0.97	104	10	-4	16	98	7	-0.1	-1
O=[N+]([O-])c1ccccc1/C=N/NC1=NS(=O)(=O)c2ccccc21	0.2	1.2	107	-16	-6	-16	108	-5	0.0	-9
Cc1ccc(C)c(S(=O)(=O)NCC(=O)NCc2ccco2)c1	-0.6	1.2	96	38	5	2	92	8	-0.1	-2
COc1ccc(NC(=O)c2cc(C)nc3ccccc23)c(OC)c1	0.3	1.2	93	1	6	2	105	3	-0.2	-2
Cc1ccc(N(C)S(=O)(=O)c2cccc(C(=O)Nc3nnc(C4CC4)s3)c2)cc1	-0.2	1.1	98	6	3	-10	101	7	0.0	-3
Cc1c(NC(C)c2ccccc2O)c(=O)n(-c2ccccc2)n1C (configuration not stated)	-0.6	1.3	100	4	1	11	101	3	0.0	-2
CCOC(=O)N1CCN(C(=O)Cc2ccc(Cl)cc2)CC1	-1.0	1.1	106	-8	-5	9	107	-2	-0.3	0
CC(C[N+](C)(C)C)OC(N)=O (configuration not stated)	0.5	1.4	107	-7	-7	-7	99	3	-0.4	1
Cc1cc(N2CCN(c3ccc(F)cc3)CC2)nc(-c2ccccc2)n1	1.1	1.1	108	-3	-7	4	75	33	0.1	0
O=C1CC(C2CCCO2)C(=O)N1c1ccc(Cl)c(Cl)c1 (configuration not stated)	-0.7	/	113	8	-14	-11	98	9	0.0	2
COC(=O)c1c(NC(=O)COC(=O)c2ccccc2O)sc2c1CCCCC2	0.4	1.1	106	-2	-7	5	97	2	-0.5	-5
O=C1CC(NNc2ccccc2)C(=O)N1c1ccccc1 (configuration not stated)	0.1	1.3	101	8	-1	-13	90	11	-0.5	6
O=c1/c(=C/c2ccc(CNS(=O)(=O)c3ccccc3)o2)sc2n1CCN=2	-0.7	1.2	103	-7	-5	-3	101	4	-0.3	-4
COc1ccc(-c2nnc3n2-c2ccccc2SC3)cc1OC	-0.4	0.93	99	4	2	-7	103	4	0.4	2
C=CCSc1nc2ccccc2n1Cc1nnc(-c2cccs2)o1	-0.5	0.9	90	-13	11	-1	98	8	-0.1	1
COc1cccc(NC(=S)C(C#N)=C2N(C)c3ccccc3N2C)c1	-0.6	0.97	108	-11	-9	-1	145*	-44	-0.2	-3
CCOC(=O)/C(N=Nc1sc(C(=O)OC)c(C)c1C(=O)OCC)=C(\O)CCl	1.0	1.1	101	-38	-1	-10	94	12	0.2	3
COc1ccc(NC(=O)c2c(Cl)n(C)c3ccccc23)cc1	1.6	1.8	117	22	-21	3	144*	-36	0.1	4
COc1ccc(C(=O)n2nc(-c3ccco3)nc2N)cc1OC	-0.7	1	93	0	6	-3	99	7	0.2	-7
O=c1[nH]cnc2c1N=C(c1cccc([N+](=O)[O-])c1)CC(c1ccccc1)N2 (configuration not stated)	-0.1	0.98	113	7	-16	-13	111	-1	-0.2	0
COc1ccc(NS(=O)(=O)c2cc(NC(=O)/C=C/c3ccccc3OC)ccc2N2CCCCC2)cc1	0.1	0.92	97	18	4	-6	100	9	-0.3	-4
CCOc1ccccc1NC(=O)c1cccc(NC(=O)C(C)C)c1	-0.2	1	97	-5	3	-10	97	12	-0.2	-1
CCOC(=O)c1c(-c2cccc([N+](=O)[O-])c2)csc1NC(=O)C1CC1	-3.6	0.79	101	-2	-1	1	117	-16	-0.1	-4
COc1cccc(NC(=O)CCS(=O)(=O)c2cccs2)c1	-0.6	1.6	115	5	-16	-6	108	-3	0.0	-1
O=C(CN(CCc1ccccc1)C(=O)Cn1nnc(-c2cccs2)n1)NCc1ccco1	3.0	1.1	100	-9	0	-24	109	-7	-0.1	2
Cc1cc(C)cc(OCC(=O)NNC(=O)c2cc3ccccc3oc2=O)c1	-6.3	1.4	96	-1	5	-5	100	7	-0.3	-6
O=C(/C=C/c1cc2c(cc1Br)OCO2)NCc1ccc(Cl)cc1	-3.3	1	99	13	1	-1	96	12	-0.1	0
O=C(c1cc2ccccc2o1)N1CCN(S(=O)(=O)/C=C/c2ccccc2)CC1	-0.1	1.2	100	-3	-2	-14	92	11	0.0	-5
OC(CN1CCN(Cc2ccccc2)CC1)c1ccccc1 (configuration not stated)	-0.2	1.9	102	1	-1	-5	105	-3	0.4	-2
O=C(Nc1cccc(Cl)c1)C1CCCN(S(=O)(=O)c2ccc(F)cc2)C1 (configuration not stated)	-0.6	0.95	104	-3	-4	-4	96	6	-0.1	-1
O=c1oc2c(-c3cccc(F)c3)cc(O)cc2s1	-1.5	1.1	100	23	0	-8	104	4	-0.2	3
O=C(CSCc1ccc(C(=O)O)cc1)Nc1ccccc1	-0.5	0.99	107	6	-9	-6	97	8	-0.1	4
CC1(C)Cc2c(sc3nnn(Cc4ccc(Cl)cc4)c(=O)c23)CO1	0.8	1.5	89	5	12	1	93	11	-0.6	-9
C=CCS(=O)(=O)N1CCCC(C(=O)c2cccc(Cl)c2)C1 (configuration not stated)	-1.0	1.1	95	-4	5	8	101	4	0.0	6

A portion of the results above:
SMILES	Redox H2O2 prof	NF-kB expr up	STAT1 activator	APP 5'UTR act	STAT1 inh	TLR4-MyD88 BLA	STAT3 activator	STAT3 blocker	Hsp70 act	HMGR II inh
C=CCSc1nc2ccccc2n1Cc1nnc(-c2cccs2)o1	-0.5	0.9	90	-13	11	-1	98	8	-0.1	1
COc1cccc(NC(=S)C(C#N)=C2N(C)c3ccccc3N2C)c1	-0.6	0.97	108	-11	-9	-1	145*	-44	-0.2	-3

Next part
SMILES	Redox H2O2 prof	NF-kB expr up	STAT1 activator	APP 5'UTR act	STAT1 inh	TLR4-MyD88 BLA	STAT3 activator	STAT3 blocker	Hsp70 act	HMGR II inh
COc1ccc(COc2cc(-c3cccc(OC)c3)nc3ccc(NC(=O)c4ccc(Cl)cc4)cc23)cc1	1.2	0.71	112	7	-14	-7	108	-12	-0.1	-7
COc1ccc(C)cc1S(=O)(=O)Nc1ccccc1	0.0	1.1	92	-10	2	0	101	-1	0.1	-3
CCOc1ccc(CCNC(=O)CSCc2ccc(C)cc2)cc1OCC	-0.3	1.1	101	24	-1	5	108	-6	0.1	-3
CC(C)Cn1c(N)c(C(=O)COC(=O)[C@@H]2CCCN2C(=O)c2cccs2)c(=O)n(C)c1=O	-1.8	1	96	10	3	7	100	2	-0.1	-1
COc1ccc(NS(=O)(=O)c2ccc(NC(=O)Cc3cccs3)cc2)cc1	-0.3	1.3	97	0	3	7	93	8	-0.3	-2
COc1ccc(OC)c(S(=O)(=O)N2CCCCC2C(=O)N2CCN(c3ccccn3)CC2)c1 (configuration not stated)	0.6	0.95	95	-16	5	5	90	15	-0.4	-3
COc1cccc(/C=C/C(=O)OCC(=O)Nc2cc(S(=O)(=O)N3CCOCC3)ccc2C)c1	-0.4	1.1	96	-4	6	-6	105	0	-0.2	-1
Cc1cc(C)n(CCC(=O)N/N=C/c2ccccc2O)n1	0.7	0.66	106	-16	-6	3	98	-2	-0.1	-2
C/C(=N\NC(N)=O)C1CC(CC(C)C)C(=O)O1 (configuration not stated)	-0.7	1.8	102	14	-2	-4	100	5	0.0	0
COc1ccc(OC)c(C2NC(=S)NC(C)=C2C(=O)Nc2ccccn2)c1 (configuration not stated)	-0.2	1.3	91	42	8	-9	95	11	-0.1	-9
COc1ccccc1NC(=S)N1CCC(NC(=O)C23CC4CC(CC(C4)C2)C3)CC1	-0.6	0.97	101	-5	-3	5	99	8	-0.3	-1
COc1ccccc1N1CCN(Cc2nc(N)nc(Nc3ccc(C)cc3)n2)CC1	0.2	0.61	96	9	4	-6	86	17	-0.2	-4
CCN(CC)c1ccc([N+](=O)[O-])cc1/C=N/NC(=O)CC#N	-0.3	0.88	105	-7	-5	8	100	-2	0.5	-6
O=C(NCc1ccccc1)c1nc2ccccc2s1	-1.1	1.1	112	39	-16	-4	87	18	0.2	4
C=CCn1c(SCC(=O)NC(C)(C)C)nnc1-c1ccccc1O	1.3	1.1	91	1	10	-1	99	5	0.5	0
COc1ccccc1-n1cnnc1SCC(=O)N1CCN(S(=O)(=O)c2ccccc2)CC1	1.6	0.99	102	1	-2	-1	101	0	-0.2	-4
CC(C)Oc1ccc(CCc2nnc(SC(C)C(=O)O)n2-c2ccccc2)cc1 (configuration not stated)	0.8	1	102	-6	-4	-11	99	6	0.0	3
Cc1nnc(SCC(=O)NC(=O)NC(C)(C)C)s1	-0.1	1.1	104	5	-6	5	105	-5	-0.2	-2
COc1ccc(CC(C)N2CCN(c3ccccc3)CC2)cc1OC (configuration not stated)	0.0	1.1	94	0	6	-1	91	15	-0.2	-3
Cc1ccc(N=C2SC(C(=O)Nc3ccc(OC(F)(F)F)cc3)C(N)=C2C(=O)Nc2c(C)cc(C)cc2C)cc1 (configuration not stated)	0.6	1.1	105	16	-5	-4	102	-4	0.2	2
CCOC(=O)c1cccc(NC(=O)CN2CCN(c3ccc(OC)cc3)CC2)c1	3.9	0.96	89	12	12	9	97	12	-0.2	-1
COC(=O)c1cc(NS(=O)(=O)c2ccc(N3CCOCC3)c(NC(C)=O)c2)cc(C(=O)OC)c1	1.5	1.2	100	-2	0	-10	97	0	-0.1	0
Cc1ccc(N2CCN(C3=NC(=O)C(Cc4ccccc4)S3)CC2)cc1 (configuration not stated)	-0.1	1.4	96	13	4	-2	93	13	-0.5	-7
CCOC(=O)CCn1cc(F)c(=O)n(Cc2ccccc2)c1=O	1.6	1	95	-3	5	3	104	-2	-0.2	-1
CCOC(=O)CN1CC23C=CC(O2)C(C(=O)Nc2cc(OC)ccc2OC)C3C1=O (configuration not stated)	-1.2	0.97	108	15	-8	13	99	2	-0.1	-11
